# Compound activity as filed in PubChem.
# All columns: NCI-60 one-dose screen, growth in % after 48 h at 10 µM unless noted; 100 = growth as untreated, 0 = no growth, -100 = all killed.
# TK-10 = TK-10 renal cancer cells; actives 3.9% (n = 81,000); AID 1794769
# ACHN = ACHN renal cancer; actives 4.9% (n = 81,000); AID 1794771
# RXF 393 = RXF 393 renal cancer cells | actives 6.9% (n = 77,000) | AID 1794773
# 786-0 = 786-0 renal cancer cells | actives 5.1% (n = 81,000) | AID 1794775
# U251 = U251 CNS tumor cells; actives 5.4% (n = 80,000)
# UO-31 = UO-31 renal cancer; actives 5.2% (n = 81,000)
# A498 = A498 renal cancer cells; actives 5.4% (n = 76,000)
# CAKI-1 = CAKI-1 renal cancer. actives 4.7% (n = 75,000). AID 1794772
# SN12C = SN12C renal cancer cells | actives 3.8% (n = 81,000) | AID 1794767
# * hit, by the source's call; / = no result given; & = joins results of further samples. The calls were made as follows: active = growth percent below 10; inactive = the rest.
SMILES,TK-10,ACHN,RXF 393,786-0,U251,UO-31,A498,CAKI-1,SN12C
Nc1ccccc1C(=O)c1ccccc1,99.5,100.4,104.4,106.3,97.4,73.1,90.7,94.8,94.9
CCN(CC)CCOc1ccc(C)cc1,96.2,106.1,/,98.3,95.9,88.5,88.9,95.4,98.3
CNC(=O)Oc1ccc([N+](C)(C)C)c2c1CCCC2,106.8,110.8,109.3,104.6,102.4,95.2,100.4,100.8,104.6
CC(c1c(Cl)cccc1Cl)n1cc(C(N)=O)nn1 (configuration not stated),90.5,102.7,104.3,99.8,100.1,85.0,100.2,93.4,101.2
CN(C)[C@@H]1C(=O)C(C(N)=O)=C(O)[C@@]2(O)C(=O)C3=C(O)c4c(O)cccc4[C@@](C)(O)[C@H]3[C@H](O)[C@@H]12,92.6,78.8,110.0,93.1,95.9,80.3,97.2,82.5,86.4
O=C(COc1ccc([N+](=O)[O-])cc1)Nc1ccc(S(=O)(=O)F)cc1,85.9,89.4,91.3,80.5,98.5,73.9,74.4,78.5,101.0
Nc1ccc(-c2nc3cc(F)ccc3[se]2)cc1F,43.6,30.3,82.6,101.0,87.2,38.5,13.5,/,83.0
O=S(=O)(F)c1ccc2nc(-c3ccccc3)cc(Cl)c2c1,102.0,85.3,107.7,100.0,96.9,93.4,109.0,95.9,110.8
CC1=C([Te]c2ccc(O)cc2)C(=O)c2ccccc2C1=O,36.1,5.6*,-0.4*,-1.4*,10.0,/,-25.8*,-93.3*,11.5
O=C1C(=O)N(c2ccccc2)P(=O)(N(CCCl)CCCl)N1c1ccccc1,104.3,105.2,109.8,/,109.9,89.9,109.4,104.3,97.9
O=C(O)C1CC12c1ccccc1-c1ccccc12 (configuration not stated),100.4,102.8,115.5,100.4,100.2,86.5,109.6,96.9,99.7
CC(=O)[C@H]1CC[C@H]2[C@@H]3C[C@H](O)[C@@H]4C[C@H](O)CC[C@]4(C)[C@H]3CC[C@]12C,121.3,108.6,98.9,102.9,99.2,90.8,89.2,98.0,108.0
C[C@]12CCc3nc(-c4cccc(O)c4)sc3C1=CC[C@@H]1[C@@H]2CC[C@]2(C)C(=O)CC[C@@H]12,104.1,103.6,114.1,108.9,105.8,70.8,113.1,94.4,97.6
O=C1NC(=S)NC(=O)C1c1ccccc1,108.7,112.0,147.5,103.9,99.6,102.3,/,111.4,115.3
CNC(=O)Oc1ccc(C(C)=O)cc1,103.9,94.2,137.0,107.8,105.8,82.1,102.6,103.7,95.7
O=C1NC(=S)NC(=O)C1=Cc1cn(-c2ccccc2)nc1-c1cc2ccccc2o1,126.1,73.8,101.3,102.0,72.7,56.0,103.6,/,76.0
COc1cc(C=C2c3ccccc3C(=O)c3ccccc32)ccc1OCCCCOc1cc2c(cc1OC)C(=O)N1CCCC1C=N2 (configuration not stated),-70.2*,-62.8*,/,-100.0*,-100.0*,-96.0*,-78.6*,-75.5*,-68.6*
CP(C)(=S)P(C)(C)=S,101.3,99.0,111.8,96.8,96.0,88.1,114.4,95.8,98.9
Cc1ccc(C(=O)O)cc1S(=O)(=O)F,107.5,100.3,/,92.9,/,72.8,84.1,91.7,108.4
CN(C)P(CCP(C)C)N(C)C,102.0,110.6,97.3,91.1,94.8,94.3,102.8,99.8,95.7
N#Cc1cccc([N+](=O)[O-])c1,109.3,95.0,117.3,110.8,111.9,85.6,108.6,103.6,101.4
CC[C@]12C=CCN3CC[C@]4(C(=C(C(=O)OC)C1)Nc1cc(OC)c(OC(C)=O)cc14)[C@@H]32,21.4,21.4,37.1,5.1*,3.5*,28.6,-7.7*,21.0,8.6*
CC[n+]1c(-c2ccccc2)c2cc(N)ccc2c2ccc(N)cc21,42.0,54.4,-16.7*,15.6,-2.5*,63.5,60.4,81.0,-16.5*
O=[N+]([O-])c1ccc(CBr)c(I)c1,134.5,101.9,107.8,106.1,103.0,78.3,98.2,106.3,101.6
O=[N+]([O-])c1ccc(C(c2ccc([N+](=O)[O-])cc2)c2ccc([N+](=O)[O-])cc2)cc1,105.5,95.1,103.1,96.7,107.0,63.9,99.2,99.9,102.7
O=C1C=CC(=O)c2c(O)cccc21,99.4,81.1,86.9,91.5,92.9,68.9,97.2,97.7,96.6
NOCCC(N)C(=O)O (configuration not stated),107.9,105.5,105.3,100.3,96.1,87.6,100.5,87.5,98.0
NC(=O)Oc1cc(OC(N)=O)cc(N(CCCl)CCCl)c1,102.8,15.7,/,28.6,/,34.5,77.6,-24.7*,37.5
O=C(Nc1ccccc1)N1CC1,99.7,100.2,105.1,107.4,98.6,90.7,85.5,87.0,94.7
NP(=O)(Oc1ccccc1)Oc1ccccc1,111.9,109.9,104.8,113.1,103.7,93.6,100.0,95.0,98.7

# Continued; it opens with the two that closed the last part.
SMILES,TK-10,ACHN,RXF 393,786-0,U251,UO-31,A498,CAKI-1,SN12C
O=C(Nc1ccccc1)N1CC1,99.7,100.2,105.1,107.4,98.6,90.7,85.5,87.0,94.7
NP(=O)(Oc1ccccc1)Oc1ccccc1,111.9,109.9,104.8,113.1,103.7,93.6,100.0,95.0,98.7
N=C(N)N,103.9&106.3,108.5&95.4,117.3&101.6,107.2&107.7,98.9&91.9,89.0&98.9,93.5&122.9,106.8&85.0,89.6&110.2
O=[N+]([O-])c1ccc(-c2ccccc2)c([As](=O)(O)O)c1,114.6,83.6,42.5,75.2,34.6,47.5,87.5,59.4,74.8
CCC(=O)c1ccc(OC)c(F)c1,112.3,106.7,110.2,100.3,102.4,90.3,97.1,120.1,102.0
CCOc1cc(C=C(C#N)C#N)cc(Br)c1O,101.8,105.9,121.0,/,96.5,88.9,96.4,92.7,106.3
O=C(CN1CCCCC1)c1ccccc1,109.3,114.1,108.6,95.8,97.8,93.4,96.7,103.3,98.6
CCC1(O)CC(OC2CC(N(C)C)C(OC3CC4OC5CC(=O)C(C)OC5OC4C(C)O3)C(C)O2)c2c(cc3c(c2O)C(=O)c2c(O)ccc(O)c2C3=O)C1C(=O)OC (configuration not stated),-28.7*,-17.6*,-1.6*,-35.6*,-18.4*,-39.6*,-71.4*,-15.4*,13.4
[CH3][Sn]([CH3])([Cl])[S]CCN,106.8,103.5,117.4,97.2,100.4,70.1,112.0,87.0,99.0
O=[N+]([O-])c1ccc2scc3c4ccccc4nc-3c2c1,-53.7*,-97.5*,-96.8*,-82.9*,-92.4*,-85.4*,44.9,-40.6*,-36.0*
Oc1ccc(CCN2CCCCC2)cc1,110.6,103.7,106.5,101.0,103.6,71.6,155.0,98.7,98.4
NCc1cccnc1,104.1&109.2,103.7&98.9,125.7&114.8,99.2&118.7,102.9&104.7,85.4&104.2,106.8&111.2,98.1,105.3&112.9
N#Cc1ccc(O)cc1,105.1,108.6,/,106.0,/,89.4,90.6,110.1,106.0
CC[C@H](C)[C@H](NC(=O)[C@H]1CCCCN1C)C(=O)N(C)[C@H](C[C@@H](O)c1nc(C(=O)N[C@@H](Cc2ccccc2)C[C@H](C)C(=O)O)cs1)C(C)C,91.9,106.2,96.9,90.2,52.9,84.1,76.2,/,90.5
CN1C2CCC1CC(OC(=O)c1cccc(O)c1)C2 (configuration not stated),108.9,111.5,130.2,99.8,100.2,88.2,97.4,96.0,102.3
CC1CC2(C)C(=CC1=O)CCC1C3CCC(C)(O)C3(C)CC(O)C12F (configuration not stated),97.5,113.6,129.7,110.5,120.4,81.0,79.5,110.3,97.9
CCOC(=O)c1ccc(CCl)o1,126.4,111.7,114.5,100.4,97.5,83.4,95.5,94.3,103.1

# For convenience, some entries already given.
SMILES,TK-10,ACHN,RXF 393,786-0,U251,UO-31,A498,CAKI-1,SN12C
N=C(N)N,103.9&106.3,108.5&95.4,117.3&101.6,107.2&107.7,98.9&91.9,89.0&98.9,93.5&122.9,106.8&85.0,89.6&110.2
O=[N+]([O-])c1ccc(-c2ccccc2)c([As](=O)(O)O)c1,114.6,83.6,42.5,75.2,34.6,47.5,87.5,59.4,74.8
CCC(=O)c1ccc(OC)c(F)c1,112.3,106.7,110.2,100.3,102.4,90.3,97.1,120.1,102.0
CCOc1cc(C=C(C#N)C#N)cc(Br)c1O,101.8,105.9,121.0,/,96.5,88.9,96.4,92.7,106.3

# The listing continues:
SMILES,TK-10,ACHN,RXF 393,786-0,U251,UO-31,A498,CAKI-1,SN12C
CCC(C)c1ccc(OCC(C)N(CCCl)Cc2ccccc2)cc1 (configuration not stated),87.3,/,106.3,95.5,70.8,75.1,75.4,/,87.3
CN(C)CCc1ccc([N+](=O)[O-])cc1,93.4,102.3,105.0,89.4,94.8,64.2,/,97.3,112.8
COCP(=O)(OC)OC,108.9,116.5,101.6,105.2,94.5,93.0,99.2,87.6,105.0
O=C(NCCNC(=O)c1ccc([As](O)O)cc1)c1ccc([As](O)O)cc1,110.8,105.7,105.3,114.2,102.7,96.8,92.0,98.3,112.8
O=C1C(Br)C2CCC1C2C(=O)O (configuration not stated),101.9,99.3,108.8,98.1,106.9,87.1,/,102.9,114.9
CN1CCCC1c1ccc(=O)[nH]c1 (configuration not stated),110.2,111.2,124.5,95.7,110.8,91.1,115.9,111.8,104.8
COc1cc2nc(Sc3nnc(N)s3)n(-c3ccc(Cl)cc3)c(=O)c2cc1OC,101.1,97.0,108.3,96.3,88.5,76.4,81.2,87.4,100.1
CCn1cc([N+](=O)[O-])cc1[N+](=O)[O-],94.4,102.4,113.5,97.5,105.8,87.9,99.3,94.1,107.1
CC1CC2(CO)C(CCC3C4CCC(O)C4(C)CCC32)CC1=O (configuration not stated),97.9,97.7,120.0,98.6,99.5,88.0,98.2,94.7,107.5
CC[C@@H](C)[C@@H]1NC(=O)C(NC(=O)C(CC(C)C)N(C)C(=O)C2CCCN2C(=O)C(C)O)C(C)OC(=O)C(Cc2ccc(OC)cc2)N(C)C(=O)C2CCCN2C(=O)C(CC(C)C)NC(=O)C(C)C(=O)C(C(C)C)OC(=O)C[C@H]1O (some centres not stated),-15.3*,-70.5*,-66.2*,-37.9*,-43.8*,-33.2*,/,-6.0*,-14.5*
COP(=O)(OC)C(O)c1ccccc1Cl (configuration not stated),103.6,115.8,116.9,105.8,107.1,79.7,85.9,94.7,100.4
CCCCCCCN(CCCl)C1c2ccccc2-c2ccccc21,89.2,83.1,100.2,79.2,67.8,69.6,87.0,/,76.7
CN[C@@]1(c2ccccc2Cl)CCCC[C@H]1NCc1ccccc1,95.4,98.7,95.9,89.6,101.3,76.0,97.2,78.4,93.1
C[N+]1(CC#CC[N+]2(C)CCCC2)CCCC1,96.3,108.1,103.1,99.2,107.1,94.4,84.6,97.1,101.6
O=C(NCCN1CC1)c1cccc2nc3c(C(=O)NCCN4CC4)cccc3nc12,106.7,84.8,/,98.2,89.3,95.4,108.2,80.2,81.5
CC[C@H](C)[C@H](NC(=O)c1cnccn1)C(=O)N(C)[C@H](C[C@@H](OC(C)=O)c1nc(C(=O)N[C@@H](Cc2ccccc2)C[C@H](C)C(=O)OC)cs1)C(C)C,48.2,45.3,17.4,24.2,10.3,40.7,-7.3*,29.4,43.6
CCOC(=O)C(C)Br (configuration not stated),104.0,114.4,108.8,110.4,101.7,90.0,83.1,104.6,101.9
Cc1ccc2c(c1)Oc1ccccc1N=C2,107.4,102.8,101.6,100.1,103.3,104.0,105.4,98.3,103.8
O=C(CBr)c1ccc(Br)cc1,86.5,106.2,115.9,106.1,108.6,81.5,115.5,105.9,113.7
CC(C)NC(C)Cc1ccccc1 (configuration not stated),88.5,110.1,104.5,101.4,95.9,90.8,108.0,/,107.3
CCOc1ccc(/C=C/[N+](=O)[O-])cc1,/,96.3,16.9,92.4,60.1,71.1,78.1,100.9,94.5
c1cc(OCCN2CC2)ccn1,112.8,108.0,117.6,100.9,100.9,84.4,107.3,103.9,104.5
COc1cc(/C=C\c2cc(OC)c(OC)c(OC)c2)cc(N/C=C\C(=O)c2ccc(OC(F)(F)F)cc2)c1OC,/,43.0,/,34.3,14.8,32.9,-1.2*,45.5,36.5
CCNC1(c2cccs2)CCCCC1=O (configuration not stated),109.2,96.5,116.2,96.1,93.2,73.9,93.8,95.2,107.2
CCCCN1CCCC[C@@H]1C(=O)N[C@H](C(=O)N(C)[C@H](C[C@@H](OC(C)=O)c1nc(C(=O)NC2CCC(C(=O)O)CC2)cs1)C(C)C)C(C)C (some centres not stated),96.8,107.7,111.2,91.7,92.6,93.1,94.6,/,109.2
CN(C)CC(C(=O)Cc1ccccc1)c1ccccc1 (configuration not stated),-38.1*,101.6,6.5*,9.8*,110.5,-74.0*,90.5,82.1,93.6
C[CH2][Sn]([CH2]C)([CH2]C)[NH]S(=O)(=O)c1ccc(C)cc1,108.7,/,123.1,109.2,99.5,86.9,68.0,88.6,106.1
COc1ccc(N2C(=O)C3C4c5ccccc5C(C3C2=O)[n+]2ccccc24)cc1 (configuration not stated),110.9,92.1,109.3,105.3,101.4,65.8,108.6,98.9,96.7
O=C(O)c1cccc(Cl)c1,104.3,117.4,108.6,107.4,111.9,87.1,119.2,111.7,116.1
COC(=O)[C@@H](NC(=O)c1cn(Cc2ccccc2)c2ccccc12)C(C)(C)C,97.4,101.0,102.0,99.0,101.0,81.7,104.4,/,100.5
O=C(CCN1CC1)OCCOC(=O)CCN1CC1,108.9,105.6,117.5,103.7,103.6,86.0,110.7,85.2,102.2

# Record cards, as listed above.
# Profile of C[CH2][Sn]([CH2]C)([CH2]C)[NH]S(=O)(=O)c1ccc(C)cc1 = TK-10: 108.7; ACHN: /; RXF 393: 123.1; 786-0: 109.2; U251: 99.5; UO-31: 86.9; A498: 68.0; CAKI-1: 88.6; SN12C: 106.1
# Profile of COc1cc(C=C2c3ccccc3C(=O)c3ccccc32)ccc1OCCCCOc1cc2c(cc1OC)C(=O)N1CCCC1C=N2 (configuration not stated) = TK-10: -70.2*; ACHN: -62.8*; RXF 393: /; 786-0: -100.0*; U251: -100.0*; UO-31: -96.0*; A498: -78.6*; CAKI-1: -75.5*; SN12C: -68.6*

# These rows are one share of the data. The share of hits here may be higher or lower than overall.
